MPTP block = blocks calcium-induced mitochondrial swelling; inhibition, % at 10 µM; isolated mouse mitochondria, Ca2+ swelling absorbance, 30 min; 360,000 tested, 1.4% active; AID 602449;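 active = inhibition of 50% or more, scaled per plate between neutral and stimulator controls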;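 also: 0% = DMSO wells given calcium and 100% = 1 mM EGTA wells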
* = called active by the depositor. An excerpt; rates above refer to the full screens.

SMILES	MPTP block
Cc1cccc(C)c1-n1nnnc1C(c1cccs1)N1CCC2(CC1)C(=O)NCN2c1ccccc1 (configuration not stated)	2.1
Cc1ncc(C(=O)O)n1C(C)c1ccccc1 (configuration not stated)	0.4
C[C@@H]1CN([C@@H](C)CO)C(=O)CCCn2nncc2CO[C@H]1CN(C)C(=O)Oc1ccccc1	-0.6
O=c1[nH]c2ccccc2n1C1CCN(C(c2nnnn2C2CCCCC2)C2CC2)CC1 (configuration not stated)	-1.0
CCCCn1nnnc1C(CCSC)N1CCC2(CC1)C(=O)NCN2c1ccccc1 (configuration not stated)	-0.4
COc1ccc(-n2nnnc2C(c2cc3ccccc3o2)N2CCC(n3c(=O)[nH]c4ccccc43)CC2)cc1 (configuration not stated)	0.0
COC(=O)[C@@H]1N=C(c2ccc(OC)cc2)O[C@]12C(=O)N(C)c1ccc(Cl)cc12	-1.6
CC(C)(C)n1nnnc1C(C1CC1)N1CCC(n2c(=O)[nH]c3ccccc32)CC1 (configuration not stated)	0.8
CCOC(=O)[C@]12Cc3cc(C)ccc3[C@H]1N(CCC(=O)OC)C(=O)c1cc(OC)ccc12	-0.6
C[C@H](CO)N1C[C@H](C)[C@@H](CN(C)C(=O)Oc2cccc3ccccc23)OCc2cn(nn2)CCCC1=O	-0.9
CCOC(=O)c1cc2ccccc2n1C1CCN(Cc2ccccc2)CC1	3.4
Clc1ccccc1CNCCc1c[nH]c2ccccc12	-0.7
CCOC(=O)c1cccc(C2=C(CNC(C)=O)[C@H]3CC[C@@H](C2)N3Cc2ccccc2)c1	-0.5
COc1ccc(OC(=O)N(C)C[C@H]2OCc3cnnn3CCCC(=O)N([C@H](C)CO)C[C@H]2C)cc1	-1.1
O=C1NCN(c2ccccc2)C12CCN(C(c1cccc3ccccc13)c1nnnn1C1CCCC1)CC2 (configuration not stated)	2.5
COC1=CC23CCCN2CCc2cc4c(cc2C3C1O)OCO4 (configuration not stated)	-2.1
CCOC(=O)[C@]12Cc3ccccc3[C@H]1N(Cc1ccccc1)C(=O)c1cc(OC)ccc12	0.5
CCOC(=O)[C@]12Cc3cc(OC)ccc3[C@H]1N(C)C(=O)c1cc(OC)ccc12	-0.9
C[C@@H]1CN([C@@H](C)CO)C(=O)CCCn2nncc2CO[C@@H]1CN(C)C(=O)Oc1ccccc1	-2.6
CCCC1(CC(C)CC)C(=O)NC(=O)NC1=O (configuration not stated)	-0.6
C=C1C(=O)OC2CC3(C)OC3C3OC3C3=CC(OC3=O)C12 (configuration not stated)	-0.6
COc1cccc(C(c2nnnn2-c2ccc3c(c2)OCCO3)N2CCC(n3c(=O)[nH]c4ccccc43)CC2)c1OC (configuration not stated)	-0.6
Fc1ccc(NC(=S)N2Cc3ccccc3-n3nncc3C2)cc1	-1.3
O=S(=O)(c1ccccc1)C1CN1c1c(F)c(F)c(F)c(F)c1F (configuration not stated)	1.3
CCCCn1nnnc1C(C1CC1)N1CCC2(CC1)C(=O)NCN2c1ccccc1 (configuration not stated)	0.5
CN(Cc1cccc(-c2ccncc2)c1)C(=O)Oc1ccc([N+](=O)[O-])cc1	24
O=c1[nH]c2ccccc2n1C1CCN(C(c2cc3ccccc3o2)c2nnnn2-c2ccc3c(c2)OCCO3)CC1 (configuration not stated)	-1.0
C[C@]12CCC3C(CC[C@H]4C[C@@H](O)CC[C@]34C)C1=CC[C@@H]2O (some centres not stated)	-1.9
c1coc(CN2Cc3ccccc3-n3nncc3C2)c1	-0.6
COC(=O)C1=C(c2ccc(OCc3ccccc3)cc2)C[C@@H]2CC[C@H]1N2C(=O)NCc1ccc(Cl)cc1	-0.8
N#CC12CC(=O)N1Cc1cnnn1-c1ccccc12 (configuration not stated)	-0.3
CCC(c1nnnn1Cc1ccccc1)N1CCC2(CC1)C(=O)NCN2c1ccccc1 (configuration not stated)	0.0
O=C(OCc1ccccc1)N1CCC2CC1c1cc(N3Cc4ccccc4-n4nncc4C3)ccc12 (configuration not stated)	-0.9
S=C(NCCc1ccccc1)N1Cc2cc(Br)ccc2-n2nncc2C1	2.0
CCOC(=O)CNC(=O)N1Cc2cc(N3CCCCC3)ccc2-n2nncc2C1	3.4
CSCCC(c1nnnn1Cc1ccccc1)N1CCC(n2c(=O)[nH]c3ccccc32)CC1 (configuration not stated)	0.7
COc1cc(O)c2c(c1)/C=C/C[C@H](O)[C@H](O)C(=O)CCC[C@H](C)OC2=O	1.0
C[C@H](CO)N1C[C@H](C)[C@@H](CN(C)C(=O)Oc2ccc3ccccc3c2)OCc2cnnn2CCCC1=O	-0.2
C[C@@H]1CN([C@H](C)CO)C(=O)CCCn2cc(nn2)CO[C@H]1CN(C)C(=O)Oc1cccc2ccccc12	1.6
CCOC(=O)[C@]12Cc3cc(OC)ccc3[C@H]1N(C1CCCCC1)C(=O)c1cc(OC)ccc12	-1.7
O=P(/C=C1\OCc2ccccc21)(Oc1ccccc1)Oc1ccccc1	-0.1
O=C1NCN(c2ccccc2)C12CCN(C(c1ccccc1OC(F)(F)F)c1nnnn1-c1ccc3c(c1)OCCO3)CC2 (configuration not stated)	1.6
O=C(Nc1cccc2ccccc12)N1Cc2ccccc2-n2nncc2C1	3.3
O=C(NCC1=C(c2ccc3ccccc3c2)C[C@@H]2CC[C@H]1N2Cc1ccco1)c1ccncc1	-0.1
O=c1[nH]c2ccccc2n1C1CCN(C(c2cccs2)c2nnnn2-c2ccc3c(c2)OCCO3)CC1 (configuration not stated)	-2.8

Part of the list above, reformatted:
| molecule | MPTP block |
| --- | --- |
| Cc1ncc(C(=O)O)n1C(C)c1ccccc1 (configuration not stated) | 0.4 |
| C[C@@H]1CN([C@@H](C)CO)C(=O)CCCn2nncc2CO[C@H]1CN(C)C(=O)Oc1ccccc1 | -0.6 |
| O=c1[nH]c2ccccc2n1C1CCN(C(c2nnnn2C2CCCCC2)C2CC2)CC1 (configuration not stated) | -1.0 |
| CCCCn1nnnc1C(CCSC)N1CCC2(CC1)C(=O)NCN2c1ccccc1 (configuration not stated) | -0.4 |

Quoted at random: 6 records from the list, in no set order.
SMILES	MPTP block
O=C(NCC1=C(c2ccc3ccccc3c2)C[C@@H]2CC[C@H]1N2Cc1ccco1)c1ccncc1	-0.1
CSCCC(c1nnnn1Cc1ccccc1)N1CCC(n2c(=O)[nH]c3ccccc32)CC1 (configuration not stated)	0.7
O=C(Nc1cccc2ccccc12)N1Cc2ccccc2-n2nncc2C1	3.3
O=P(/C=C1\OCc2ccccc21)(Oc1ccccc1)Oc1ccccc1	-0.1
S=C(NCCc1ccccc1)N1Cc2cc(Br)ccc2-n2nncc2C1	2.0
COc1cc(O)c2c(c1)/C=C/C[C@H](O)[C@H](O)C(=O)CCC[C@H](C)OC2=O	1.0

6 of these compounds, set out differently.
| SMILES | MPTP block |
| --- | --- |
| O=C(Nc1cccc2ccccc12)N1Cc2ccccc2-n2nncc2C1 | 3.3 |
| CCC(c1nnnn1Cc1ccccc1)N1CCC2(CC1)C(=O)NCN2c1ccccc1 (configuration not stated) | 0.0 |
| N#CC12CC(=O)N1Cc1cnnn1-c1ccccc12 (configuration not stated) | -0.3 |
| O=c1[nH]c2ccccc2n1C1CCN(C(c2cccs2)c2nnnn2-c2ccc3c(c2)OCCO3)CC1 (configuration not stated) | -2.8 |
| CCOC(=O)CNC(=O)N1Cc2cc(N3CCCCC3)ccc2-n2nncc2C1 | 3.4 |
| C[C@H](CO)N1C[C@H](C)[C@@H](CN(C)C(=O)Oc2ccc3ccccc3c2)OCc2cnnn2CCCC1=O | -0.2 |

The list goes on.
SMILES	MPTP block
C[C@]12CC[C@@H](O)CC1=CC(=O)C1C2CC[C@]2(C)C(=O)[C@H](O)CC12 (some centres not stated)	-1.3
CS(=O)(=O)c1ccc(C2=C(CNC(=O)c3ccncc3)[C@H]3CC[C@@H](C2)N3Cc2ccco2)cc1	-2.4
CS(=O)(=O)c1ccc(C2=C(CNC(=O)c3cccs3)[C@H]3CC[C@@H](C2)N3Cc2ccccc2)cc1	-1.2
O=C(NC1CCCCC1)N1Cc2cc(-c3cccc(F)c3)ccc2-n2nncc2C1	-0.1
CNC(=O)C[C@H]1CC[C@@H]2NC[C@H](O)COC[C@H]2O1	0.1
C#CCCC[C@@H]1OC(=O)CNC(=O)C([C@@H](C)CC)NC(=O)[C@@H]2CCCN2C(=O)C([C@@H](C)CC)OC(=O)[C@H](Cc2ccccc2)N(C)C(=O)[C@H](C(C)C)NC(=O)C1(C)C (some centres not stated)	-4.5
COc1cccc(C(c2nnnn2Cc2ccccc2)N2CCC3(CC2)C(=O)NCN3c2ccccc2)c1OC (configuration not stated)	1.6
CC(C)(C)n1nnnc1C(c1cccc2ccccc12)N1CCC2(CC1)C(=O)NCN2c1ccccc1 (configuration not stated)	2.3
O=c1[nH]c2ccccc2n1C1CCN(C(c2cccc3ccccc23)c2nnnn2Cc2ccccc2)CC1 (configuration not stated)	-2.1
N#Cc1ccc(CN2Cc3ccccc3-n3nncc3C2)cc1	-0.5
O=C(Nc1cc(Cl)cc(Cl)c1)N1Cc2ccccc2-n2nncc2C1	2.6
CC1=CP(=O)(Oc2ccc([N+](=O)[O-])cc2)CC1 (configuration not stated)	0.3
COC(=O)C1=C(c2ccc(OCc3ccccc3)cc2)C[C@@H]2CC[C@H]1N2C(=O)NCc1cccc(F)c1	-0.9
COCCNC(=S)N1Cc2ccccc2-n2nncc2C1	0.7
C[C@@H]1CN([C@@H](C)CO)C(=O)CCCn2cc(nn2)CO[C@H]1CN(C)C(=O)Oc1ccc2ccccc2c1	-1.3

Single values from the results shown.
`O=C(NC1CCCCC1)N1Cc2cc(-c3cccc(F)c3)ccc2-n2nncc2C1` | MPTP block = -0.1
`O=c1[nH]c2ccccc2n1C1CCN(C(c2cccc3ccccc23)c2nnnn2Cc2ccccc2)CC1` (configuration not stated) | MPTP block = -2.1

Carrying on:
SMILES	MPTP block
COc1ccc(C(c2nnnn2-c2c(C)cccc2C)N2CCC(n3c(=O)[nH]c4ccccc43)CC2)cc1 (configuration not stated)	-0.9
O=C1NCN(c2ccccc2)C12CCN(C(c1ccnc3ccccc13)c1nnnn1Cc1ccccc1)CC2 (configuration not stated)	0.0
O=C1C=C2c3ccccc3CC(C(=O)O)C2CC1 (configuration not stated)	-0.5
CCN1C(=O)CC(=O)N(CC)C1=S	-1.6
CN(Cc1cccc(-c2cccnc2)c1)C(=O)Oc1ccc([N+](=O)[O-])cc1	-2.6
CCCCCN1C(=O)c2ccccc2[C@@]2(C(=O)OCC)Cc3cc(OC)ccc3[C@@H]12	-2.8
Cc1ccc(OC(=O)N(C)C[C@@H]2OCc3cnnn3CCCC(=O)N([C@H](C)CO)C[C@H]2C)cc1	-0.1
COc1ccc(C(c2nnnn2Cc2ccccc2)N2CCC3(CC2)C(=O)NCN3c2ccccc2)cc1 (configuration not stated)	0.3
CC(C)(C)n1nnnc1C(C1CC1)N1CCC2(CC1)C(=O)NCN2c1ccccc1 (configuration not stated)	-0.1
O=c1[nH]c2ccccc2n1C1CCN(C(c2cccc3ccccc23)c2nnnn2-c2ccc3c(c2)OCCO3)CC1 (configuration not stated)	-0.5
Cc1cc(C)c(NC2=NCCS2)cc1C	-1.2
CC[C@H]1c2ccccc2[C@@H]2CC[C@H]1N2c1ccccc1	0.4
COC(=O)[C@@H]1N=C(c2ccc(OC)cc2)O[C@]12C(=O)N(Cc1ccc(OC)cc1)c1ccccc12	-2.1
CC(C)CN1Cc2ccccc2-n2nncc2C1	-0.9
C[C@@H]1COc2cc(N3CCN(C)CC3)ccc2S(=O)(=O)N1	-1.4
CCOC(=O)[C@]12Cc3cc(OC)ccc3[C@H]1N(C(C)C)C(=O)c1cc(OC)ccc12	-0.3
Cc1ncoc1C(=O)NCC1=C(c2ccc(S(C)(=O)=O)cc2)C[C@@H]2CC[C@H]1N2Cc1ccco1	-1.2
Cc1ccc(OC(=O)N(C)C[C@H]2OCc3cnnn3CCCC(=O)N([C@H](C)CO)C[C@@H]2C)cc1	-1.7
COc1ccc(-c2ccc3c(c2)CN(c2cccc(Cl)c2)Cc2cnnn2-3)cc1	1.3
O=c1[nH]c2ccccc2n1C1CCN(C(CCc2ccccc2)c2nnnn2Cc2ccccc2)CC1 (configuration not stated)	0.0
Cc1ccc(S(=O)(=O)N2Cc3cc(N4CCOCC4)ccc3-n3nncc3C2)cc1	1.1
Cc1ccc(-n2c(=O)[nH]c3ccccc3c2=O)cc1[N+](=O)[O-]	0.1
CCC(C)c1cnc(CC(C)C)c(=O)n1O (configuration not stated)	-1.2
COc1ccccc1CNCCc1cccc(Cl)c1	1.1
Cc1cc(C)c(C)c(C(O)(C(=O)O)c2ccccc2)c1 (configuration not stated)	0.5
O=c1[nH]c2ccccc2n1C1CCN(C(c2ccccc2)c2nnnn2-c2ccc3c(c2)OCCO3)CC1 (configuration not stated)	-0.6
CC1=C(C)CN2CC(C#N)=C(N)C2C1 (configuration not stated)	0.7
COc1ccc(S(=O)(=O)N2Cc3ccccc3-n3nncc3C2)cc1	-1.2
C1=NCCCN2CCCCC12 (configuration not stated)	0.7
O=C1NCN(c2ccccc2)C12CCN(C(CCc1ccccc1)c1nnnn1Cc1ccccc1)CC2 (configuration not stated)	1.9
CCOC(=O)CNC(=O)N1Cc2cc(-c3ccc(OC)cc3)ccc2-n2nncc2C1	-0.4
CCCCn1nnnc1C(c1ccnc2ccccc12)N1CCC2(CC1)C(=O)NCN2c1ccccc1 (configuration not stated)	-0.2
C[C@]12C[C@H](O)[C@@H](O)C[C@@H]1CC[C@@H]1[C@@H]2CC[C@]2(C)C(=O)CC[C@@H]12	-0.6
COc1ccc(OC(=O)N(C)C[C@@H]2OCc3ccccc3-c3c(n(C)c4ccccc34)C(=O)N([C@H](C)CO)C[C@@H]2C)cc1	-0.4
COC(=O)C1=C(c2ccc(OCc3ccccc3)cc2)C[C@@H]2CC[C@H]1N2C(=O)NCCCCc1ccccc1	1.1
CC(C)(C)NC(=S)N1Cc2ccccc2-n2nncc2C1	-0.7
Cc1ccc(-n2c(=S)[nH]c3ccccc3c2=O)cc1C	0.4
C[C@H]1CN([C@@H](C)CO)C(=O)CCCn2nncc2CO[C@H]1CN(C)C(=O)Oc1ccccc1	0.9
CCCCn1nnnc1C(C1CC1)N1CCC(n2c(=O)[nH]c3ccccc32)CC1 (configuration not stated)	0.6
CCCCn1nnnc1C(CCSC)N1CCC(n2c(=O)[nH]c3ccccc32)CC1 (configuration not stated)	-0.6
